GDH-TPI counter – GDH-TPI coupled enzyme inhibition counter-screen; GDH-TPI coupled enzyme counterscreen, NADH absorbance; inhibition, % at 4.8 µM; 360,000 compounds, 1.2% hits; AID 588335; in the data active means inhibition above about 30%;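 further: 0% = DMSO wells and 100% = wells lacking the enzyme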
PfHsp40 yeast – rescue of PfHsp40-mediated yeast toxicity. AID 504582. 340,000 compounds, 0.68% hits. S. cerevisiae expressing PfHsp40, growth rescue, ATP luminescence. growth rescue, % at 12.5 µM; in the data active means growth rescue above about 28%, passing the limit was not always enough;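 further: yeast W303a lacking pdr1 and pdr3 grown in galactose medium; growth measured after three days at 30 °C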
Mtb UGM inh – blocks M. tuberculosis UGM enzyme; P9WIQ1; purified UGM, fluorescence polarization probe displacement; inhibition, % at 10 µM; 320,000 compounds, 0.06% hits; AID 504406; in the data active means inhibition above about 10%, passing the limit was not always enough
TcdB inh – inhibitors of Clostridioides difficile toxin B glycohydrolase; AID 652162; inhibition, % at 9.99 µM; P18177; TcdB glycohydrolase enzymatic assay, plate reader; 350,000 compounds, 0.24% hits; in the data active means inhibition above about 10%
Y pestis TopoI – blocks Yersinia pestis topoisomerase I activity; Y. pestis Topo-I cleavage product accumulation, plate reader; activity, % at 10 µM; 360,000 compounds, 0.064% hits; in the data active means activity above about 50%, passing the limit was not always enough; further: inactives centre near 2
BioA inh – blocks M. tuberculosis BioA enzyme activity; inhibition, % at 9.99 µM; purified M. tuberculosis BioA enzyme, plate reader; 360,000 compounds, 0.096% hits; in the data active means inhibition above about 40%
FBA Mtb inh – inhibits M. tuberculosis FBA enzyme; P9WQA3; purified M. tuberculosis FBA, fluorescence read-out; inhibition, % at 1 µM; 360,000 compounds, 2.3% hits; in the data active means inhibition above about 27%;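 further: 0% = vehicle and 100% = reference inhibitor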
Vc quorum ag – quorum light induction in luxS cqsA deficient V. cholerae; V. cholerae BH1578 lux reporter, luminescence, 6 h; 350,000 compounds, 0.16% hits; activation, % at 18.7 µM; in the data active means activation mostly above about 9.7%, no sharp cut-off; further: not every result past the cut was called active; inactives centre near 0; reference of the scale not given here
FadD28 FP inh – blocks FadD28 binding to the bisubstrate probe | fluorescence polarization | 360,000 compounds, 0.22% hits | inhibition, % at 12.5 µM; in the data active means inhibition above about 8.5%, passing the limit was not always enough
* = called active by the depositor; i = inactive; · = not tested or not shown; + = active, no number; & = joins results of further samples. An unsorted share of the library (roughly 4.6% active in at least one column).

SMILES	GDH-TPI counter	PfHsp40 yeast	Mtb UGM inh	TcdB inh	Y pestis TopoI	BioA inh	FBA Mtb inh	Vc quorum ag	FadD28 FP inh
c1coc(CNc2ncnc3c2oc2ccccc23)c1	2	0.1	1.0	·	5	-1.3	0	-5.0	0.6
O=S(=O)(Cc1ccccc1)N1CCCCC1	2	0.3	1.6	·	1	-1.6	1	i	-3.1
C(=C\c1ccccc1)/CN1CCN(C(c2ccnc3ccccc23)c2nnnn2C2CCCC2)CC1 (stereo unspecified)	·	·	·	0.4	·	-3.1	0	·	-0.9
CCOc1ccc(/C=N/NC(=O)c2ccccc2NC(=O)c2ccc(OC)cc2)cc1	25	-0.4	-0.6	0.4	-2	·	3	i	-3.4
Cc1cccc(Nc2nc(N)nc(CN3CCC(C(N)=O)CC3)n2)c1C	9	-2.0	0.3	·	-6	-2.9	1	i	-0.7
O=C(CC1Nc2ccccc2NC1=O)NCCCN1CCCCCC1 (stereo unspecified)	1	0.5	-1.3	·	-3	-1.1	3	-0.5	-1.4
Cc1nc2ccccc2cc1OCc1ccc(Cl)cc1	-13	4.8	-0.6	·	-11	·	0	-0.2	-1.6
COC(=O)c1c(-c2ccc(F)cc2)csc1NC(=O)C1CCCO1 (stereo unspecified)	1	0.1	-0.2	1.2	17	·	-4	-0.3	-1.6
COC(=O)c1sccc1NC(=S)Nc1cc(OC)ccc1OC	19	-1.0	9.4	0.5	-7	·	7	i	-0.2
C/C(=N\NC(N)=S)c1ccccc1	-1	0.2	1.1	0.3	6	1.2	0	i	-0.6
COc1ccc2cc(CN(CC3CCCO3)S(=O)(=O)c3ccc(C(C)=O)cc3)c(=O)[nH]c2c1 (stereo unspecified)	27	0.1	1.3	·	17	·	4	-1.7	-1.7
COc1ccc(/C=N/NC(=O)c2cc(O)c(O)c(O)c2)cc1Cn1cc([N+](=O)[O-])cn1	10	4.5	·	-1.7	-14	·	-1	·	-2.1
Cc1cccc(C(=O)Nc2cc(C)ccc2NC(=O)COc2ccccc2)c1	0	-1.4	-0.1	·	15	-0.2	-1	-3.4	-0.8
CCOC(=O)CCc1ccc(NC(=O)/C=C/c2ccc([N+](=O)[O-])o2)cc1	22	0.3	·	0.9	-7	·	1	i	-0.7
Cc1cc(O)c2/c(=N\N)c(-c3csc(C)n3)coc2c1	6	-1.7	2.9	0.6	0	-0.5	-2	i	-4.4
Fc1ccc(C(Nc2ccccn2)c2c[nH]c3ccccc23)cc1 (stereo unspecified)	0	1.4	0.0	-0.3	-10	·	-1	-0.3	0.7
CCN(CC)S(=O)(=O)c1cccc2nsnc12	8	1.1	3.4	·	2	-2.3	0	-0.7	-0.6
Cc1ccccc1OCC(=O)NC(=S)Nc1ccc(S(=O)(=O)NC2CCCCC2)cc1	2	1.0	2.3	·	23	-1.3	3	i	0.4
CCn1nc(C(=O)OCc2cccc(S(=O)(=O)N(C)C)c2)c2ccccc2c1=O	4	1.9	2.5	1.1	27	·	0	i	-3.6
O=C(NCc1cccnc1)c1sc2ccccc2c1Cl	-1	0.6	0.0	0.2	5	2.7	1	-0.6	0.4
COc1cccc(OC)c1C(=O)Nc1cccnc1	-7	1.0	0.3	2.0	10	·	2	0.4	-1.5
COc1ccccc1NC(=O)Cn1c(C)nc2c(sc(=S)n2Cc2ccco2)c1=O	32*	0.8	-0.1	1.2	8	0.0	1	-0.3	-5.8
Cc1nc(C)c(CCNC(=O)c2ccc(C(F)(F)F)cc2)s1	1	-1.1	-1.3	·	9	1.2	-1	-0.4	-2.2
CC(=O)Nc1ccc(S(=O)(=O)NCCC(=O)N2CCN(c3ccccc3Cl)CC2)cc1	12	0.4	4.1	-0.1	8	3.2	4	-1.8	-0.4
COc1ccc(Cl)cc1C(=O)NNC(=O)COC(=O)CC(NC(C)=O)c1ccccc1 (stereo unspecified)	3	0.6	2.6	-3.4	13	·	1	i	-0.4
CCOc1cc(C(=O)Nc2cnccn2)cc(OCC)c1OCC	2	0.6	-0.4	·	4	23	3	-3.2	-2.3
COc1ccc(Cl)cc1NC(=O)CS(=O)(=O)c1cccc2nsnc12	10	-0.7	-1.2	·	-2	-2.0	1	-0.4	-4.5
CCc1cc(=O)oc2c3c(cc(OCC(=O)NCCCCCC(=O)O)c12)OC(C)(C)CC3	25	-0.6	-1.6	1.0	1	-1.1	+	-11	-0.9
CC1CCCN(CCCNC(=O)c2ccc3c(c2)N(Cc2ccc(F)cc2)C(=O)c2ccccc2S3=O)C1 (stereo unspecified)	10	-1.1	1.0	2.9	-12	-0.3	0	i	-1.6
CC(C)c1csc2nc3n(c(=O)c12)CCCCC3	1	0.4	-4.0	0.6	-6	3.1	0	i	-4.2
O=C(COc1ccc2c(-c3ccccc3)cc(=O)oc2c1)NCCCn1ccnc1	17	-0.4	2.3	0.8	0	9.7	4	-0.4	-1.8
O=C(Nc1ccc(Cl)cc1)N1CC=CCC1	-1	0.6	2.1	·	1	0.3	-1	-0.7	-3.6
COc1ccc(C(=O)Nn2cnc3ccccc3c2=O)cc1[N+](=O)[O-]	1	1.8	4.2	-0.8	5	·	12	-2.2	-0.1
COc1ccc(-n2c(SCC(C)=O)nc3sc(C)c(C)c3c2=O)cc1	18	1.1	0.2	-4.2	0	-0.5	-2	i	-2.1
Cc1ccc(C(O)c2ncc(-c3ccccc3)[nH]2)c(C)c1 (stereo unspecified)	-2	·	·	0.7	-1	0.4	-1	i	-3.7
CCCNC(=O)c1cc(-c2ccc(OC)cc2)n(CCCOC)c1C	7	0.6	-0.8	0.8	13	·	-1	-0.2	0.0
COc1ccc(/C=C/C(=O)Oc2ccc(/C=N/NC(=O)c3ccncc3)cc2)cc1	10	1.0	-2.6	-0.8	12	-0.8	-2	-0.4	-0.4
CC(=O)N[C@@H](Cc1c[nH]c2ccccc12)C(=O)OCc1ccc(C#N)cc1	-2	0.8	0.7	2.3	-6	7.1	2	-4.0	-3.0
CCn1c(=O)cc(SCC(=O)Nc2cccnc2)c2ccccc21	7	0.3	-0.1	·	1	14	4	i	-4.1
CCNC(=O)COC(=O)CCC(=O)c1cccs1	-2	0.2	0.6	0.9	1	·	-4	-0.3	-2.1
Clc1c(Cl)c(Cl)c2n[nH]nc2c1Cl	1	59*	2.7	-4.3	3	·	-1	-0.3	-18
Cc1cc(C(=O)N/N=C2\CCCC(=O)C2)c(C)n1-c1ccccc1	-2	0.8	2.2	·	1	2.0	1	-0.1	-1.8
CCCCn1c(O)c(C(CC)=NCc2cc(OC)cc(OC)c2)c(=O)[nH]c1=O	5	-0.1	-0.6	·	-3	-0.4	1	-1.7	-1.6
COc1ccc(CCNC(=O)C2CCCN(S(=O)(=O)c3ccc(F)cc3)C2)cc1OC (stereo unspecified)	1	0.2	2.1	0.6	-2	-0.3	0	-0.6	-3.2
O=C(C[C@@H]1C/C=C\CCCC(=O)OC[C@@H]2CCCN2C1=O)N[C@@H](CO)Cc1ccccc1	-4	-1.3	-1.7	0.7	4	-2.5	-1	-0.3	-4.6
CCOc1ccccc1C(=O)NCC(=O)NCCCc1ccccc1	-12	-0.7	-1.0	2.1	12	·	0	-0.1	-0.8
CCC(Oc1ccccc1)C(=O)NCc1cccnc1 (stereo unspecified)	-12	-0.7	0.5	·	6	-1.1	6	1.7	-3.0
CCc1ccccc1NC(=O)CNC(=O)CNC(=O)c1cccs1	-2	-0.7	-3.5	1.9	8	-0.9	-1	i	0.3
COCCN(CC1CCCN(C2Cc3ccccc3C2)C1)C(=O)CCC(C)=O (stereo unspecified)	0	-0.2	-2.4	-0.4	3	-0.9	-1	3.8	-2.4
CCOC(=O)N1CCC(Nc2c(Nc3ccc(F)cc3)c(=O)c2=O)CC1	27	0.2	-4.4	·	-3	-0.9	-4	i	-4.7
O=C(NCc1n[nH]c(=O)c2ccccc12)C1CC(=O)N(c2ccc(Cl)cc2)C1 (stereo unspecified)	5	-0.9	-0.7	0.9	26	-1.6	3	i	-0.9
COc1ccc2cc(CCC(C)=O)ccc2c1	-5	-1.9&-1.0	5.3	0.2	0	0.2&-0.6	4	15&0.4	-1.7
COc1cc(Cl)nn(-c2ccccc2)c1=O	-2	-1.1	1.2	·	9	·	2	-1.6	-0.4
O=C(N/N=C1\CC2CC=CC12)c1ccc(Br)cc1 (stereo unspecified)	1	-0.8	3.0	-0.3	0	·	1	1.4	-3.8
Cc1cc(C)cc(N(CC(=O)NCc2ccc3c(c2)OCO3)C(=O)CCC(=O)Nc2ccccn2)c1	-1	3.5	0.5	·	31	-1.3	1	-0.8	-0.5
CCOc1ccccc1-n1c(SCC(N)=O)nnc1-c1ccc(O)cc1	-11	-0.4	-3.6	·	9	1.0	0	-0.2	-3.8
CCOC(=O)C(C)On1c(-n2nc(C)cc2C)nc2ccccc2c1=O (stereo unspecified)	-6	1.3	1.4	0.2	-7	2.5	1	-0.6	-1.6
COc1ccc(C(=O)CSc2nc(C(C)(C)C)nc3ccccc23)cc1	-1	-0.2	-2.2	2.0	37	·	-2	-0.2	-1.3
COc1ccc(NC(=O)C2(C)Cc3c(-c4cccc(C(F)(F)F)c4)ccnc3O2)cc1OC (stereo unspecified)	-7	·	·	0.6	-9	0.6	3	i	0.8
N=C1C=CC(=C(c2ccc(N)cc2)c2ccc(N)cc2)C=C1	-6	-0.6	·	0.9	-47	·	-4	·	-2.9

Complete entries from above:
CCOc1cc(C(=O)Nc2cnccn2)cc(OCC)c1OCC reads GDH-TPI counter = 2; PfHsp40 yeast = 0.6; Mtb UGM inh = -0.4; TcdB inh = ·; Y pestis TopoI = 4; BioA inh = 23; FBA Mtb inh = 3; Vc quorum ag = -3.2; FadD28 FP inh = -2.3
N=C1C=CC(=C(c2ccc(N)cc2)c2ccc(N)cc2)C=C1 reads GDH-TPI counter = -6; PfHsp40 yeast = -0.6; Mtb UGM inh = ·; TcdB inh = 0.9; Y pestis TopoI = -47; BioA inh = ·; FBA Mtb inh = -4; Vc quorum ag = ·; FadD28 FP inh = -2.9

The results go on:
SMILES	GDH-TPI counter	PfHsp40 yeast	Mtb UGM inh	TcdB inh	Y pestis TopoI	BioA inh	FBA Mtb inh	Vc quorum ag	FadD28 FP inh
COc1ccc(C(C)=O)cc1CSc1nnnn1-c1ccc(O)cc1	0	1.1	1.9	2.3	-1	·	1	i	-2.8
CCOC(=O)C1CCN(C(=O)CSCc2nc(-c3ccc(OCC)cc3)oc2C)CC1	-6	-0.1	-2.1	·	34	·	4	i	-3.6
CCCNS(=O)(=O)c1cc(Cl)ccc1OC	-1	-0.6	-1.5	0.0	0	·	2	-1.2	-3.2
CC(NC(=O)c1ccccc1SCC(=O)N1CCCC1)c1ccc(F)cc1 (stereo unspecified)	-1	-0.5	-0.8	-0.1	-3	0.5	-2	-0.2	-4.7
CC(C)C1C(=O)N(Cc2cn(Cc3ccco3)nn2)CCS(=O)(=O)N1Cc1ccc(-c2ccccc2)cc1 (stereo unspecified)	-1	·	·	-0.2	31	-3.7	-2	-0.4	-3.5
COc1ccc(OC)c(NC(=O)c2ccc(S(=O)(=O)N3CCOCC3)cc2)c1	1	0.0	1.4	-1.3	10	-1.1	-2	-0.3	1.4
CCSC1=N/C(=C\c2ccccc2)C(=O)N1	12	0.6	0.4	0.9	3	0.3	3	-0.6	-2.3
CCCCc1nc2cc(C(=O)NCc3cn(C)nc3C)ccc2o1	-7	-0.9	0.6	0.7	7	1.7	0	i	1.2
CC(C)(C)NC(=O)C(c1ccco1)N(Cc1ccc(F)cc1)C(=O)c1snc(C(N)=O)c1N (stereo unspecified)	-7	0.4	1.3	·	1	0.7	10	-1.4	-0.8
O=[N+]([O-])c1ccc(Cl)cc1Sc1ccccn1	9	2.3	-1.5	·	7	4.6	0	0.6	0.6
COC(=O)C1=Nc2ccccc2/C1=C\c1c(O)n(-c2ccc(OC)cc2)c(=O)[nH]c1=O	30	0.7	-2.2	·	9	0.0	18	-1.8	-0.5

Individual results from above.
Value for CCCNS(=O)(=O)c1cc(Cl)ccc1OC in PfHsp40 yeast: -0.6
Value for COc1ccc(C(C)=O)cc1CSc1nnnn1-c1ccc(O)cc1 in GDH-TPI counter: 0
Value for CC(C)C1C(=O)N(Cc2cn(Cc3ccco3)nn2)CCS(=O)(=O)N1Cc1ccc(-c2ccccc2)cc1 (stereo unspecified) in FadD28 FP inh: -3.5
Value for CCCCc1nc2cc(C(=O)NCc3cn(C)nc3C)ccc2o1 in FadD28 FP inh: 1.2
Value for O=[N+]([O-])c1ccc(Cl)cc1Sc1ccccn1 in BioA inh: 4.6
Value for CCOC(=O)C1CCN(C(=O)CSCc2nc(-c3ccc(OCC)cc3)oc2C)CC1 in GDH-TPI counter: -6

Screening data (PubChem BioAssay)
